# TexasRed fluor – Total Fluorescence Counterscreen for Inhibitors of the Interaction of Thyroid Hormone Receptor and Steroid Receptor Coregulator 2 | TRb/SRC2 Texas Red total fluorescence interference | Potency, µM (doses to about 106 µM), for inactives: at the highest dose fluorescence change, negative = quenching | 280,000 tested, 0.29% active; active = well fitted curve in either direction with a large enough effect; inconclusive = small, poorly fitted or top-dose-only effect; also: potency is read from the fitted curve at half-maximal effect; % is scaled to controls: 0 for no effect and ±100 for the full control effect
#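 Human TRβ ligand-binding domain (0.6 uM) and Texas Red SRC2 peptide (20 nM) in Tris buffer with 1 uM T3 and 5% DMSO were incubated with pinned compound for 5 hr at ambient temperature. Total fluorescence was computed as S + 2P (555/632 nm).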
# Tau fluor counter – Counterscreen qHTS for Inhibitors of Tau Fibril Formation, Fluorescence Polarization | Potency, µM (highest dose often 57.7 µM), for inactives: top-dose activity change, negative = decrease | AID 1463, 2008 | tau K18 P301L (four-repeat tau fragment) Alexa594 fluorescence, heparin fibrillization | 280,000 tested, 0.93% active; also: potency is read from the fitted curve at half-maximal effect; % is scaled to controls: 0 for no effect and ±100 for the full control effect; nearly all actives have a fitted effect of over 55% in size
#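 Human K18 P301L tau (15 uM unlabeled plus 0.24 uM Alexa 594-labeled, final) in 100 mM sodium acetate pH 7 was mixed with compound and 20 uM heparin and incubated 6 hr at 37 C.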
# Epigenetic derep – Quantitative High-Throughput Screen for Regulators of Epigenetic Control; murine LDR cells, GFP reporter derepression, 30 h; Potency, µM (titrated, usually from 53.9 µM), without a hit: at the top dose GFP activation, usual class: activators; 280,000 tested, 0.2% active; AID 1865, 2009; also: potency is read from the fitted curve at half-maximal effect; % of control where 0% means no effect; nearly all actives have a fitted effect of over 60% in size
#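 Murine LDR cells bearing a silenced CMV-driven GFP reporter were exposed to compound for 30 h at 37 C. After PBS washes, GFP-positive cells (20-120 um objects) counted by laser-scanning microplate cytometry.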
# GLA spleen mod – qHTS Assay for Inhibitors and Activators of Human alpha-Galactosidase From Spleen Homogenate | Alpha-galactosidase A (Homo sapiens), P06280 | human spleen homogenate, 4MU-alpha-Gal fluorescence, 40 min | Potency, µM (doses to about 80 µM), for inactives: at the top dose activity change, negative = inhibition, hits mostly inhibitors | 240,000 tested, 0.008% active;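 also: potency is read from the fitted curve at half-maximal effect; 0% = enzyme with vehicle and -100% = no enzyme basal signal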
#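 Fluorogenic readout (Ex 365/Em 440 nm) of 4-methylumbelliferone released from 1 mM 4-MU-alpha-galactoside by spleen homogenate, 40 min at 37C, pH 5.0. Data normalized to no-enzyme and enzyme controls; Hill-equation AC50 from compound titrations.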
# NPSR antag – qHTS Assay for Antagonists of the Neuropeptide S Receptor: cAMP Signal Transduction; 220,000 tested, 1% active; Potency, µM (highest dose often 38.3 µM), inactives show at the highest dose activity change, negative = inhibition, most hits filed as inhibitors; Q6W5P4; AID 1461, 2008; CHO-NPSR cells, cAMP TR-FRET, antagonist mode; also: potency is read from the fitted curve at half-maximal effect; % is scaled to controls: 0 for no effect and ±100 for the full control effect; nearly all actives have a fitted effect of over 50% in size; many of its hits are not listed in these tables
# Tau FP inhib – qHTS for Inhibitors of Tau Fibril Formation, Fluorescence Polarization | Microtubule-associated protein tau (Homo sapiens), P10636 | K18 P301L tau heparin fibrillization, Alexa594 FP, 6 h | Potency, µM (highest dose often 57.7 µM), for the others: top-dose activity, negative = inhibition, usual class: inhibitors | 280,000 tested, 0.39% active | AID 1468, 2008; also: potency is read from the fitted curve at half-maximal effect; % is scaled to controls: 0 for no effect and ±100 for the full control effect; nearly all actives have a fitted effect of over 55% in size
#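 Human K18 P301L fragment (15 uM unlabeled plus 0.24 uM Alexa 594-labeled) in 100 mM sodium acetate pH 7 with compound, aggregation induced by 20 uM heparin for 6 hr at 37 C. ThT (30 uM) added for 1 hr, then Alexa 594 FP read.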
# TRb-SRC2 inh – qHTS for Inhibitors of the Interaction of Thyroid Hormone Receptor and Steroid Receptor Coregulator 2; Thyroid hormone receptor beta (Homo sapiens), P10828; TRbeta-SRC2 peptide binding, fluorescence polarization; receptor liganded with 1 µM T3; Potency, µM (titrated, usually from 106 µM), without a hit: at the top dose activity change, negative = inhibition, usual class: inhibitors; 280,000 tested, 0.065% active; AID 1469, 2008;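 also: potency is read from the fitted curve at half-maximal effect; plate controls were bound peptide for no effect and peptide without receptor for full effect; nearly all actives have a fitted effect of over 50% in size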
# Target sequence (P10828 whole entry, looked up): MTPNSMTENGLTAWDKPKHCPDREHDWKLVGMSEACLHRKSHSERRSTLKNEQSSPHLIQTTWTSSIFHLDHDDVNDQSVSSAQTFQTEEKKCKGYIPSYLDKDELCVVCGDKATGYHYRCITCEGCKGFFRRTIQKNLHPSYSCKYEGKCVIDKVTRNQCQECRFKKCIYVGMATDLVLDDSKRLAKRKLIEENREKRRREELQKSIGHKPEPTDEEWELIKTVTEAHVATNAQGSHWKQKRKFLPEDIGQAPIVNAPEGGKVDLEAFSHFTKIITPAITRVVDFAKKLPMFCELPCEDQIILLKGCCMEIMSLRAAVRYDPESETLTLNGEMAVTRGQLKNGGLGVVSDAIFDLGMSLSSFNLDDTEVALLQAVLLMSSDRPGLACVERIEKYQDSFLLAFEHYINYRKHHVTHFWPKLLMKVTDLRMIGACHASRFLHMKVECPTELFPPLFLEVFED
#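 Compounds were added to 0.6 uM TRb ligand-binding domain and 20 nM Texas Red-labeled SRC2 peptide in Tris buffer containing 1 uM T3, incubated 5 hr at ambient temperature, then read by fluorescence polarization.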
# CBFb-RUNX1 inh – qHTS Assay for Compounds Blocking the Interaction Between CBF-beta and RUNX1 for the Treatment of Acute Myeloid Leukemia; Runt-related transcription factor 1 (Homo sapiens) + Core-binding factor subunit beta …; 230,000 tested, under 10 active; AID 1477, 2009; AlphaScreen CBFb-His/RUNX1-biotin binding, biochemical; Potency, µM (series often up to 59.8 µM), without a hit: at the top dose activity, negative = inhibition, usual class: inhibitors; also: % of control where 0% means no effect
# Target sequence (Q01196 whole entry, looked up): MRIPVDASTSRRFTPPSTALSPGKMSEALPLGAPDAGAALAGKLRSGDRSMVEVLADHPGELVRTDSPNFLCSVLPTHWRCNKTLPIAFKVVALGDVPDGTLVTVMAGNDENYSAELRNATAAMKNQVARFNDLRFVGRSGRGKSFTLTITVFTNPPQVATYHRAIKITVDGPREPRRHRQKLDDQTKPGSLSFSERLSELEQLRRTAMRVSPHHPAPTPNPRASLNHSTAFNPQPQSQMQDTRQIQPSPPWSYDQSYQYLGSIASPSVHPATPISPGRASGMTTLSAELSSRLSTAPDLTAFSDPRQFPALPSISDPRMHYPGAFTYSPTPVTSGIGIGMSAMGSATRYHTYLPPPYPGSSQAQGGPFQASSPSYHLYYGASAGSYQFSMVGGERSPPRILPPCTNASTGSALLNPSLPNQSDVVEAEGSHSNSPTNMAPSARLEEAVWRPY
# Target sequence (Q13951 whole entry, looked up): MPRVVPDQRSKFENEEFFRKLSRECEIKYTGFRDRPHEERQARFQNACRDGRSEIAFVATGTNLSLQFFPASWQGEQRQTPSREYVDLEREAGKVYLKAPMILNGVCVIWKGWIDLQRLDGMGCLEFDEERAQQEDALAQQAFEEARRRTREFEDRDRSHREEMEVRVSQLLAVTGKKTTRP
#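 Read-out: AlphaScreen. Format: His-CBF-beta with biotinylated RUNX1 (30 nM each) preincubated 20 min, compound 15 min, Ni-chelate plus streptavidin beads 90 min; room temperature throughout.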
# * = called active by the depositor; u = inconclusive; x = not tested or not shown; & = joins results of further samples; [ ] = dose if it differs, or a comment. Unless noted, calls follow the shape of the dose curve; as a rule, active = well fitted curve in the direction sought with a large enough effect; inconclusive = small, poorly fitted or top-dose-only effect, or another doubt; inactive = no such curve, though single readings can be large; an effect the other way counts as inactive or inconclusive. This is a subset; the hit share may differ from the screen's.
SMILES,TexasRed fluor,Tau fluor counter,Epigenetic derep,GLA spleen mod,NPSR antag,Tau FP inhib,TRb-SRC2 inh,CBFb-RUNX1 inh
O=C(/C(=C(\[O-])c1ccccc1)[n+]1ccc2ccccc2c1)c1ccc([N+](=O)[O-])cc1,-6%,-10%,0.1%,2%,2%,0%,4%,10%
Cn1c(=O)c2c(nc(Oc3ccccc3)n2C)n(C)c1=O,2%&-6%,-9%&-2%,-1.4%&0.0%,-1%&-4%,13%[7.67 µM],-6%&2%,4%&-6%,1%&3%
Cc1nc(-c2c(C(=O)NNC(=O)Nc3c(C)cccc3C)noc2C)cs1,-1%,-14%,-0.3%,-4%,-21%,-5%,-2%,0%
CCCOc1ncnc2c1sc1nc3c(cc12)COC(C)(C)C3,-11%,-8%,0.0%,-3%,11%,4%,-2%,-2%
CCN(CC)CCN1C(=O)C(=O)/C(=C(/O)c2ccc(OCC(C)C)cc2)C1c1ccncc1 (stereo unspecified),-1%,3%,2.3%,-4%,-7%[46.1 µM],1%,0%,1%
Cc1cccc(C(=O)N2CCN(c3ccc([N+](=O)[O-])c(N4CCOCC4)c3)CC2)c1,-2%,-9%,0.4%,-2%,-10%[46.1 µM],3%,1%,-7%
Cc1nnc(SCC(=O)NC(C)(C)C)n1C1CCCCC1,0%,9%,0.0%,4%,5%,4%,-5%,-8%
Cc1csc2nc(COc3cccc(NC(=O)c4ccccc4F)c3)cc(=O)n12,0%,-21%,14%,x,x,-6%,9%,x
CCOC(=O)CCSc1nc(C)cc(C(F)(F)F)c1C#N,0%,-9%,u,-13%,-10%[46.1 µM],-4%,-4%,22%
O=C(COC(=O)CCC(=O)c1ccc(F)cc1)Nc1cccc(S(=O)(=O)N2CCOCC2)c1,-1%,-5%,-3.0%,5%,2%,-3%,-11%,6%

# Part of the list above, with two lines to a compound:
# Results follow in this order: TexasRed fluor | Tau fluor counter | Epigenetic derep | GLA spleen mod | NPSR antag | Tau FP inhib | TRb-SRC2 inh | CBFb-RUNX1 inh
O=C(/C(=C(\[O-])c1ccccc1)[n+]1ccc2ccccc2c1)c1ccc([N+](=O)[O-])cc1
  -6% | -10% | 0.1% | 2% | 2% | 0% | 4% | 10%
Cn1c(=O)c2c(nc(Oc3ccccc3)n2C)n(C)c1=O
  2%&-6% | -9%&-2% | -1.4%&0.0% | -1%&-4% | 13%[7.67 µM] | -6%&2% | 4%&-6% | 1%&3%
Cc1nc(-c2c(C(=O)NNC(=O)Nc3c(C)cccc3C)noc2C)cs1
  -1% | -14% | -0.3% | -4% | -21% | -5% | -2% | 0%
CCCOc1ncnc2c1sc1nc3c(cc12)COC(C)(C)C3
  -11% | -8% | 0.0% | -3% | 11% | 4% | -2% | -2%
CCN(CC)CCN1C(=O)C(=O)/C(=C(/O)c2ccc(OCC(C)C)cc2)C1c1ccncc1 (stereo unspecified)
  -1% | 3% | 2.3% | -4% | -7%[46.1 µM] | 1% | 0% | 1%
Cc1cccc(C(=O)N2CCN(c3ccc([N+](=O)[O-])c(N4CCOCC4)c3)CC2)c1
  -2% | -9% | 0.4% | -2% | -10%[46.1 µM] | 3% | 1% | -7%
Cc1nnc(SCC(=O)NC(C)(C)C)n1C1CCCCC1
  0% | 9% | 0.0% | 4% | 5% | 4% | -5% | -8%
Cc1csc2nc(COc3cccc(NC(=O)c4ccccc4F)c3)cc(=O)n12
  0% | -21% | 14% | x | x | -6% | 9% | x
CCOC(=O)CCSc1nc(C)cc(C(F)(F)F)c1C#N
  0% | -9% | u | -13% | -10%[46.1 µM] | -4% | -4% | 22%

# (continued)
SMILES,TexasRed fluor,Tau fluor counter,Epigenetic derep,GLA spleen mod,NPSR antag,Tau FP inhib,TRb-SRC2 inh,CBFb-RUNX1 inh
COCCNC(=O)C(OC(=O)c1cccs1)c1ccccc1 (stereo unspecified),3%,0%,-1.7%,7%,-16%[46.1 µM],-9%,10%,3%
CCN(CC)C(=O)Cn1cnc2c1c(=O)n(C)c(=O)n2C,-3%,-1%,-1.4%,0%,2%[46.1 µM],6%,-2%,0%
CN(c1ccccc1)c1ccc(/C=C(\CCC(=O)O)c2nc3ccccc3s2)cc1[N+](=O)[O-],-3%[53 µM],u,-1.3%,3%,-36%,-21%,1%[53 µM],u
Cc1c(C(=O)OCc2nc3scc(-c4ccccc4)c3c(=O)[nH]2)cccc1[N+](=O)[O-],-1%,-24%,-0.8%,7%,-1%,-9%,-11%,-1%
CC(C)(C)n1nnnc1C(c1ccccc1)N1CCc2ccccc2C1 (stereo unspecified),1%,6%,4.8%,-7%,u,1%,0%,9%
COc1ccc(CN2CCN(CCc3ccccc3)C(CCO)C2)c(O)c1 (stereo unspecified),-2%,-16%,-4.3%,-7%,-6%,10%,-5%,2%
COC(=O)c1cc(NS(=O)(=O)c2ccc(N3CCCCCC3)c([N+](=O)[O-])c2)cc(C(=O)OC)c1,1%,u,-1.2%,-4%,-23%[46.1 µM],-14%,5%,u
COc1cc2c(C(=O)N3CCN(C4CCCCC4)CC3)cn(CC(C)C)c(=O)c2cc1OC,-1%,-11%,-2.1%,-9%,-26%[46.1 µM],u,-9%,5%
N#CCC(CNc1ncc(C(F)(F)F)cc1Cl)OC(=O)c1cccc([N+](=O)[O-])c1 (stereo unspecified),-5%,u,0.1%,2%,-18%[46.1 µM],4%,5%,-9%
Cc1cc([N+](=O)[O-])nn1CC(=O)N/N=C/c1ccccc1F,-3%,4%,-1.0%,-3%,5%,5%,-5%,2%
Fc1ccc(-c2cc3nc(-c4ccccc4)cc(N4CCN(CCN5CCOCC5)CC4)n3n2)cc1,-5%,u,0.0%,u,u,u,-10%,25%
COc1cc(OC)c(C(=O)CCCCN2CCC3(CC2)NC(=O)NC3=O)cc1NS(=O)(=O)c1ccc(C(F)(F)F)cc1,0%&-1%,-7%&-2%,1.1%&2.5%,-12%&6%,x,-5%&8%,2%&2%,7%
CCC(C(=O)NC(C)(C)C)N(C(=O)Cn1nnc(-c2ccccc2F)n1)c1cccc2c1CCCC2 (stereo unspecified),2%,4%,-2.5%,8%,-10%[46.1 µM],-7%,-2%,2%
CCC(Cn1nnc2ccccc2c1=O)NC(=O)Nc1ccc(C)c(C)c1 (stereo unspecified),2%,-16%,-3.1%,x,x,-8%,-1%,x
C[N+](C)(C)CCOC(=O)CCC(=O)OCC[N+](C)(C)C,0%,-9%,0.0%,-11%,-5%[46.1 µM],u,6%,2%
O=C(O)CN1C(=O)NC2NC(=O)NC21 (stereo unspecified),-2%,1%,-0.3%,-2%,0%[46.1 µM],8%,0%,0%
CCN(CC(=O)Nc1ccccc1OC)C(=O)COc1ccc2ccccc2c1,-2%,-11%,0.0%,1%,2%,1%,9%,-1%
COc1ccc(N2CCN(C(=O)COc3ccc(Cl)cc3Cl)CC2)cc1,1%,-25%,-13%,0%,u,7%,10%,-5%
Cc1nnc(SCC(=O)N(C(C)C)C(C)C)nc1C,-1%,2%,0.0%,8%,-5%[46.1 µM],-3%,-2%,4%
CC(=O)N1N=C(c2ccco2)CC1c1ccc(Br)cc1 (stereo unspecified),-1%,-3%,-1.0%,-3%,-9%,2%,-13%,0%
CCOP(=O)(OCC)C(NC(=O)Nc1ccc(Cl)cc1)C(N)=O (stereo unspecified),4%,-3%,-1.1%,-9%,14%,5%,0%,0%
COc1ccc(C(CC(=O)Nc2ccc(C(C)=O)cc2)N2Cc3ccccc3C2=O)cc1 (stereo unspecified),-2%,-13%,-2.2%,x,x,-11%,0%,x
COC(=O)Nc1c(-c2ccccc2)nc2ccc(C)cn12,-2%,4%,0.8%,7%,-11%[46.1 µM],4%,10%,0%
COC(=O)c1ccc(C(NC(=O)c2cccnc2)NC(=O)c2cccnc2)cc1,4%,3%,-1.4%,-9%,5%,3%,0%,-4%
CCN(CC)CCNC(=O)C1c2ccccc2C(=O)N(CCOC)C1c1ccc(F)cc1 (stereo unspecified),3%,-2%,-1.0%,-4%,3%[46.1 µM],8%,0%,1%
CC(CCc1ccccc1)NC(=O)Cn1ncc2c3ccccc3n(Cc3ccc(F)cc3)c2c1=O (stereo unspecified),-1%,-1%,-5.3%,x,x,-9%,8%,x
CCCC1=C(C(=O)OCC)C(c2cccs2)n2ncnc2N1 (stereo unspecified),-2%,-8%,0.0%,-1%,2%,-2%,-3%,2%
O=C1c2cccc3cccc(c23)C(=O)N1CCCSc1ncn[nH]1,-3%,-10%,1.5%,-2%,-1%,-17%,-3%,3%
Cc1ccc(NC(=O)N/C=C/c2ccc(Cl)cc2)cc1,-2%,4%,-0.9%,0%,-8%[46.1 µM],5%,4%,-5%
CCCCn1c(NC(=O)c2ccco2)c(S(=O)(=O)c2ccc(C)cc2)c2nc3ccccc3nc21,-9%,u,1.9%,u,-47%,u,-29%,0%
O/N=C1\CCCc2ccc(Cl)cc21,0%,-4%,-0.9%,-9%,4%,-20%,1%,2%
Cc1cc(/C=N/NC(=O)c2ccc(CN3CCOCC3)cc2)c(C)n1-c1ccccc1,2%,-9%,0.0%,5%,16%[46.1 µM],0%,-1%,7%
Cn1c(N)c(C(=O)COC(=O)CSc2ccc(Cl)cc2)c(=O)n(C)c1=O,-1%[53 µM],11%,2.6%,23%,7%,-2%,2%[53 µM],11%
COc1cc(OC)cc(-c2nc(-c3cccs3)no2)c1,2%,-21%,-0.2%,11%,-27%,-19%,2%,u
